High-throughput results deposited in PubChem by Sanford-Burnham Center for Chemical Genomics.
TAG inh = inhibitors of triacylglycerol accumulation, primary screen, cell-based, uHTS, fluorescence, H9c2; H9c2 cells, Nile Red lipid (TAG) fluorescence; cells loaded with 200 µM oleic acid; inhibition, % at 12.5 µM; 230,000 tested, 0.66% active; AID 651582, 2012;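 active = pattern-corrected inhibition of lipid staining of at least 50% with the nuclear-stain viability signal not falling by more than 50%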;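 also: 0% = DMSO wells and 100% = triacsin C control wells; some results filed as inactive read as strong as hits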
TAG inh DAPI viability = also measured in TAG inh; calls as there; DAPI nuclei signal change (viability), lower = more cytotoxic, %;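 whole-well DAPI fluorescence read on a plate reader as a viability signal; minus 50 percent equals half of cells still viable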
Active calls of the source: *. A portion of the library; rates above refer to the full screens.

mol | TAG inh | TAG inh DAPI viability
c1ccc(CN2CCN(Cc3nnc(-c4ccccc4)o3)CC2)cc1 | 3 | 2
Cc1ccc(S(=O)(=O)Nc2ccccc2)cc1C(=O)N1CCCC1 | 9 | -1
Cc1cc(C(=O)N2CCCC(C)(C(=O)NS(=O)(=O)C3CC3)C2)n(C(C)(C)C)n1 (configuration not stated) | 4 | -15
Cc1cccc(OCC(=O)NC(=S)NNC(=O)c2ccncc2)c1 | -2 | 2
c1ccc2c(c1)-c1ccccc1C2N1CCOCC1 | -2 | 2
Cc1cccc(C)c1NC(=S)N(CCCN1CCCCC1)Cc1ccco1 | 25 | 0
COc1ccc(S(=O)(=O)N2CCCCCC2)cc1C(=O)N(C)Cc1ccccc1F | 2 | 2
O=C(NC1CCCCC1)C(c1ccccc1)N1CCc2ccccc21 (configuration not stated) | -5 | -9
COC(=O)C(C)Sc1ccc2nnc(-c3ccccc3)n2n1 (configuration not stated) | 6 | 1
O=C(CC1CCCC1)N1CCN(S(=O)(=O)c2ccc(F)cc2)CC1 | -10 | 4
CN(CC(O)COc1ccc(OCC(O)CN(C)C2CCCCC2)cc1)C1CCCCC1 (configuration not stated) | 32 | 13
O=C(NCC1CCCCC1)c1cccc(S(=O)(=O)N2CCCC2)c1 | -1 | -5
O=C(COC(=O)c1ccc(O)cc1)Nc1cc(S(=O)(=O)N2CCCCCC2)ccc1Cl | -17 | 4
CCC(=O)Nc1nc(CC(=O)Nc2ccccc2OC)cs1 | 8 | 2
O=C(NCC1COc2ccccc2O1)C1CCN(S(=O)(=O)c2ccccc2)CC1 (configuration not stated) | 10 | -5
CC(C)c1ccc(NC(=O)COc2ccc(C3SCCS3)cc2)cc1 | -7 | 1
O=C(O)COCC(=O)N1CCN(C2c3ccccc3-c3ccccc32)CC1 | 0 | -2
O=C1Nc2ccccc2N(O)N1c1cc(-c2cccc(Cl)c2)no1 | 4 | 2
Cc1cccc(NC(=O)c2cc([N+](=O)[O-])ccc2Cl)c1O | -9 | -1
Cc1ccc(C(=O)NC2CC(C)(C)NC(C)(C)C2)cc1C | -2 | 5

Going on with the list:
mol | TAG inh | TAG inh DAPI viability
O=S(=O)(O)c1cc(Cl)cc(N=Nc2ccc(O)cc2O)c1O | -11 | 1
CC(OC(=O)CCNS(=O)(=O)c1ccc(Cl)cc1)C(=O)N(C)Cc1ccccc1 (configuration not stated) | -1 | -1
Cc1ccccc1-n1c(SCC(=O)N(C)C2CCS(=O)(=O)C2)nnc1-c1ccncc1 (configuration not stated) | -5 | 8
O=C(NCCNC(=O)c1ccc(F)cc1)c1ccc(F)cc1 | 19 | -5
CCOC(=O)C1CCCCN1S(=O)(=O)c1cc2c(cc1C)NC(=O)CO2 (configuration not stated) | -6 | -4
CCC(C)NC(=O)C(=O)NCC1CCCN1CC (configuration not stated) | -4 | 4
CCN(CC)S(=O)(=O)c1ccc(Cl)c(NC(=O)COC(=O)c2ccc(O)cc2)c1 | -4 | 8
COC(=O)c1ccccc1NC(=O)CSc1nccc(C)n1 | -11 | 8
CC1(C(=O)Nc2cccc3ncccc23)CCN1C(=O)Cc1ccc(-c2ccccc2)cc1 (configuration not stated) | 5 | -10
COc1ccc(CCNCC(O)COc2cccc(Br)c2)cc1OC (configuration not stated) | 5 | 2
Cc1cc(-c2nnc(CCC(=O)N3CCN(Cc4cccc(F)c4)CC3)o2)c(C)o1 | -4 | -2
CN1CC[C@@H]2C(=O)N3CCc4ccc(Br)cc4[C@@H]3C[C@@H]21 | -17 | 2
Cc1cc2nc(/C(C#N)=C/c3ccncc3)[nH]c2cc1C | -4 | 7
CCCNC(=O)C1(C)CCCN(C(=O)c2oc3ccccc3c2C)C1 (configuration not stated) | 7 | -3
CC1(NC(=O)CCc2nc3sc4c(c3c(=O)[nH]2)CCCC4)CCS(=O)(=O)C1 (configuration not stated) | 11 | -1
CCCS(=O)(=O)Nc1ccc(N2CCCCC2)c(S(=O)(=O)Nc2ccccc2OC)c1 | 11 | 0
C/C(N)=C(/C#N)C(=O)COC(=O)CCSc1ccccc1Cl | -88 | 4
CC(NC(=O)c1ccc(OC2CCN(Cc3ccccn3)CC2)cc1)c1ccccc1 (configuration not stated) | -1 | 5
NNC(=O)c1cccc(S(=O)(=O)Nc2cc(Cl)ccc2Cl)c1 | -3 | 7
Cc1ccc(S(=O)(=O)N2CCN(C(=O)COC(=O)/C=C/c3ccc([N+](=O)[O-])cc3)CC2)c(C)c1 | -13 | -5

Ordered by molecular weight (ascending): 6 of the compounds above.
mol | TAG inh | TAG inh DAPI viability
CCC(C)NC(=O)C(=O)NCC1CCCN1CC (configuration not stated) | -4 | 4
Cc1cc2nc(/C(C#N)=C/c3ccncc3)[nH]c2cc1C | -4 | 7
CCOC(=O)C1CCCCN1S(=O)(=O)c1cc2c(cc1C)NC(=O)CO2 (configuration not stated) | -6 | -4
CC1(NC(=O)CCc2nc3sc4c(c3c(=O)[nH]2)CCCC4)CCS(=O)(=O)C1 (configuration not stated) | 11 | -1
CCN(CC)S(=O)(=O)c1ccc(Cl)c(NC(=O)COC(=O)c2ccc(O)cc2)c1 | -4 | 8
CCCS(=O)(=O)Nc1ccc(N2CCCCC2)c(S(=O)(=O)Nc2ccccc2OC)c1 | 11 | 0

Additional entries follow.
mol | TAG inh | TAG inh DAPI viability
C[C@H]1CN([C@@H](C)CO)C(=O)Cc2cc(NS(C)(=O)=O)ccc2O[C@@H]1CN(C)Cc1ccc(Cl)c(Cl)c1 | 20 | -10
C=CCn1cc(C(=O)c2cc(Br)ccc2O)cc(C#N)c1=O | 1 | -2
CCCCN(C(C)=O)c1ccc2c(c1)C1CC2CCN1C(=O)OCc1ccccc1 (configuration not stated) | -30 | -5
Cc1cc(N2C(=O)CC(Cc3ccc(Cl)cc3)C2=O)no1 (configuration not stated) | -1 | -12
O=C(C(=O)N1CCN(c2ccccc2)CC1)c1cn(CC(=O)N2CCCCCC2)c2ccccc12 | 12 | -2
O=C1C2C3CCC(O3)C2C(=O)N1c1cc(OCC(F)F)cc([N+](=O)[O-])c1 (configuration not stated) | 7 | -12
O=C(Nc1cc(S(=O)(=O)N2CCCC2)ccc1OCC(F)(F)F)c1ccncc1 | 0 | -8
COc1cc(C(=O)NCC(=O)N/N=C/c2c(C)[nH]c3ccccc23)cc(OC)c1OC | 2 | -2
COc1ccc(CC(=O)NNC(=O)c2ccccc2)cc1OC | -5 | -2
CCOC(=O)C1=C(CC)Nc2ccccc2N=C1NC(=O)CCN1C(=O)C2CCCCC2C1=O (configuration not stated) | 9 | -10
CC(CNC(=O)c1ccc2c(c1)OCO2)c1ccc([N+](=O)[O-])cc1 (configuration not stated) | 3 | -4
O=C(COc1nnnc2ccccc12)N1CCCc2ccccc21 | 0 | 1
CCOC(=O)N1CCN(CCC(=O)Nc2ccc(OC)cc2)CC1 | 2 | 5
Cn1cc(S(=O)(=O)N2CCc3ccccc3C2)c(=O)n(C)c1=O | -5 | 5
CC(=O)Nc1ccc(S(=O)(=O)N(C)CC(=O)OCC(=O)Nc2cc(C)on2)cc1 | -12 | 9
CC(C(=O)N1CCOCC1)N1C(=O)C2C3C=CC(C4CC34)C2C1=O (configuration not stated) | -8 | -5
Nc1nc(Cl)nc(N(c2ccccc2)c2ccccc2)n1 | -6 | 1
C/C(=N\Nc1ccccn1)c1ccc(N2CCOCC2)cc1 | -15 | 1
COc1ccc(NC(=O)COC(=O)c2cc(C)oc2C)c([N+](=O)[O-])c1 | -1 | 8
CCOc1ccc(OCCC(=O)NNC(=O)c2ccncc2)cc1 | -28 | -5

(list continues)
mol | TAG inh | TAG inh DAPI viability
CCCN1CCN(C(=O)c2noc3c2COc2ccc(C)cc2-3)CC1 | -27 | 5
CN1CCN(S(=O)(=O)c2ccc(NC(=S)NC(=O)C3CCC3)cc2)CC1 | -2 | -5
COc1ccccc1OCCC(=O)OCC(=O)Nc1ccc(S(=O)(=O)N2CCOCC2)cc1 | 0 | -9
Cn1c(=O)[nH]c(=O)c2c1nc(N/N=C/c1cccnc1)n2Cc1ccc(Cl)cc1 | 30 | -7
CC(=O)c1cn(Cc2ccccc2)c(=O)n(Cc2ccc(F)cc2)c1=O | 23 | -11
O=C(N/N=C/c1ccco1)c1cc(-c2ccc3ccccc3c2)n[nH]1 | 7 | 7
C=CCOc1ccccc1CN1CCC(n2nccc2NC(=O)C2CCOC2)CC1 (configuration not stated) | 8 | 2
Cc1ccc2sc(C)cc(=O)c2c1 | 3 | -3
CC(C)(C)C1CCC2(CC1)NC(=S)N(c1ccccc1)N2 (configuration not stated) | -24 | 12
O=C(CCCC(=O)N(CC(=O)NC1CCCC1)Cc1ccc(F)cc1)Nc1ccccn1 | -8 | 0
O=C(C(=O)c1cc(Br)ccc1O)c1cc(Br)ccc1O | 0 | 1
CC(=O)Nc1ccc(NC(=O)CCCN2C(=O)C(c3ccccc3)Oc3cccnc32)cc1 (configuration not stated) | -3 | -6
O=C(NCc1ccco1)C(=O)c1cn(CC(=O)N2CCCC2)c2ccccc12 | -4 | 7
Cc1cc(=O)n(-c2ccccc2Cl)[nH]1 | 6 | 0
CCN(CC(=O)NCc1cccs1)C(=O)c1ccc(NS(=O)(=O)c2ccc(F)cc2)cc1 | -5 | 52
COc1ccc(Cc2nnc(N/N=C/c3ccccc3O)[nH]c2=O)cc1OC | 50* | -27*
COc1ccc(S(=O)(=O)NCC2CCCN(CC(C)(C)C)C2)cc1 (configuration not stated) | 0 | 5
O=C(Nc1ccc(Cl)cc1Cl)C1=Cc2ccccc2OC1 | -14 | 8
CCOC(=O)C(C(=O)OCC)C(CC(=O)C1CC1)c1ccccc1 (configuration not stated) | 4 | -7
Cc1cccc(OCCNC(=O)c2ccc(Oc3ccc(C(F)(F)F)cc3[N+](=O)[O-])cc2)c1 | 16 | 7

Overlap with the part before: 5 compounds, then new ones.
mol | TAG inh | TAG inh DAPI viability
COc1ccc(Cc2nnc(N/N=C/c3ccccc3O)[nH]c2=O)cc1OC | 50* | -27*
COc1ccc(S(=O)(=O)NCC2CCCN(CC(C)(C)C)C2)cc1 (configuration not stated) | 0 | 5
O=C(Nc1ccc(Cl)cc1Cl)C1=Cc2ccccc2OC1 | -14 | 8
CCOC(=O)C(C(=O)OCC)C(CC(=O)C1CC1)c1ccccc1 (configuration not stated) | 4 | -7
Cc1cccc(OCCNC(=O)c2ccc(Oc3ccc(C(F)(F)F)cc3[N+](=O)[O-])cc2)c1 | 16 | 7
CCN(c1ccccc1)S(=O)(=O)c1ccc(N2CCN(c3ccccc3O)CC2)nc1 | 6 | 1
COC(=O)Nc1ccc2c(c1)ncn2C1CCCCC1 | 18 | -8
CCC(C(=O)N1CCc2cc(OC)c(OC)cc2C1)c1ccccc1 (configuration not stated) | 13 | -4
O=C(CCCN1C(=O)/C(=C/c2ccccc2Cl)SC1=S)NNC(=O)c1ccccc1Cl | -8 | -1
CCn1ccnc1CC1COc2ccccc2O1 (configuration not stated) | -6 | -2
CCOC(=O)C(=CNc1ccc(-c2ccco2)c(Cl)c1)C(=O)OCC | -4 | 11
O=C(Nc1ccc2cn[nH]c2c1)c1ccc(S(=O)(=O)N2CCOCC2)cc1 | -9 | 11
Clc1ccc(-c2cc(-c3ccccc3)on2)cc1 | -3 | -1
Cc1ccc2cc(CN(C(=O)c3ccco3)c3ccccc3)c(=O)[nH]c2c1 | -12 | 4
CC(Sc1nnc(-c2ccncc2)n1C)C(=O)Nc1ccc(N2CCOCC2)cc1 (configuration not stated) | -12 | -8
CN1CCN(Cc2c(O)c(Cl)cc3c(-c4ccccc4)cc(=O)oc23)CC1 | 7 | 7
O=C(Cn1c(-c2ccccc2)noc1=O)N1CCC(Cc2ccccc2)CC1 | -17 | -2
CCOc1ccc(NC(=O)COc2ccc(C(=O)NCC3CCCO3)cc2OC)cc1 (configuration not stated) | 19 | 4
CC(=O)OCCN1C(=O)c2ccc(-c3nc4ccccc4c(=O)o3)cc2C1=O | -12 | 9
NC(CCc1ccccc1)c1csc(Nc2nccc(C(F)(F)F)n2)n1 (configuration not stated) | -18 | 5
O=S(=O)(c1cccs1)N1CCN(c2ccnc3cc(Cl)ccc23)CC1 | -15 | 6
CC1CC(C)CN(C(=O)C(Cc2ccccc2)n2cccc2)C1 (configuration not stated) | -15 | 8
CCCCN(C(=S)Nc1ccccc1)C1CCS(=O)(=O)C1 (configuration not stated) | -9 | -6
COc1cccc(-c2nnc(SCC(=O)NC3CCS(=O)(=O)C3)n2C)c1 (configuration not stated) | -11 | -6
O=C(CN1CCCCC1CO)c1ccc(OC(F)F)cc1 (configuration not stated) | 9 | -19

Next section
mol | TAG inh | TAG inh DAPI viability
CCOc1ccc2nc(NS(C)(=O)=O)sc2c1 | -7 | 2
O=C(CCc1ccc(S(=O)(=O)N2CCOCC2)cc1)Nc1ccc(N2CCOCC2)cc1 | -3 | 0
O=c1c2ccccc2n(Cc2cccc(F)c2)c(=O)n1C1CCCC1 | 0 | 2
CC(C)C1CCN(C(=O)C2CCC(=O)N(C3CCCCCC3)C2)CC1 (configuration not stated) | -5 | -2
COc1cccc(C(=O)COC(=O)C2CC3CCCC(C2)C3=O)c1 (configuration not stated) | -11 | -2
CCOC(=O)Cc1csc(NC(=O)CN(C)S(=O)(=O)c2cccc3cccnc23)n1 | 8 | 5
C[C@@H]1CN([C@@H](C)CO)C(=O)CCCn2nncc2CO[C@@H]1CN(C)S(=O)(=O)c1ccc2c(c1)OCCCO2 | -4 | -4
COc1ccc(NC2CCCN(C(=O)c3ccc(OC)o3)C2)cc1 (configuration not stated) | 8 | 11
COc1ccccc1N1CCN(C2CCCN(C(=O)c3cccc(-c4ccco4)c3)C2)CC1 (configuration not stated) | 2 | 11
CSc1nc2ccc3nc(NC(=O)C4COc5ccccc5O4)sc3c2s1 (configuration not stated) | 15 | 7
NC(c1ccccc1)c1csc(Nc2ccc(C(F)(F)F)cn2)n1 (configuration not stated) | 20 | 3
Cc1ccnc(SCC(=O)NC2CCCCCC2)n1 | 9 | -5
COc1ccc(CNCCC2(C(C)C)CCOC(C)(C)C2)cc1 (configuration not stated) | -6 | 10
Cc1nc(-c2ccccc2)sc1-c1ccn[nH]1 | 3 | 7
